# All columns: NCI-60 one-dose screen, growth in % after 48 h at 10 µM unless noted; 100 = growth as untreated, 0 = no growth, -100 = all killed.
# SK-MEL-28 – SK-MEL-28 melanoma. 81,000 compounds, 4.1% hits
# MDA-MB-435 – MDA-MB-435 melanoma | 82,000 compounds, 7.8% hits | AID 1794794
# SK-MEL-5 – SK-MEL-5 melanoma; AID 1794755; 80,000 compounds, 6.4% hits
# UACC-62 – UACC-62 melanoma. 81,000 compounds, 5.4% hits. AID 1794756
# SK-MEL-2 – SK-MEL-2 melanoma; 77,000 compounds, 4.7% hits; AID 1794763
# LOX IMVI – LOX IMVI melanoma; 79,000 compounds, 7.4% hits
# UACC-257 – UACC-257 melanoma; 78,000 compounds, 4.4% hits
# MALME-3M – MALME-3M melanoma; 78,000 compounds, 5.8% hits; AID 1794766
# Starred values were filed as active, the others as inactive; x = no result given; & = joins results of further samples. The calls were made as follows: active = growth percent below 10; inactive = the rest. Compounds were not picked by outcome; any-hit rate near 12%.
SMILES,SK-MEL-28,MDA-MB-435,SK-MEL-5,UACC-62,SK-MEL-2,LOX IMVI,UACC-257,MALME-3M
Cc1cc(O)c(C(C)C)cc1NC(=S)Nc1cc(C(C)C)c(O)cc1C,116,101,97,79,97,88,99,106
N#Cc1ccc(Oc2ccc(C#N)c(C#N)c2)cc1C#N,107,113,111,93,96,92,101,x
CCOC(=O)c1cnn(CC(O)CC)c1NC(=O)NCc1ccccc1C(F)(F)F (configuration not stated),108,105,98,88,87,95,103,103
COc1cc(/C=C/C(=N\O)c2cc3ccccc3oc2=O)cc(OC)c1OC,115,105,96,94,101,92,89,105
CC(C)(C)C(=O)/C=C/c1cccc(F)c1,117,108,95,100,115,99,75,99
CSc1ncnc2c1ncn2CO,119,113,112,109,124,101,113,122
CC(=O)Nc1ccc(C(=O)CN2CCOCC2)cc1,115,111,101,103,105,101,91,109
CC(=O)C(=O)N(N)C1=NN=C2N=C(C)C=C(c3ccccc3)N2N1,105,108,101,91,112,102,113,99
COc1cc(C(=O)n2nc(N3CCN(C)CC3)c3cc(N)ccc32)cc(OC)c1OC,66,-12*,27,26,71,36,85,65
Cc1cc(C)c(NC(=O)c2ccccc2)cc1N,112,105,90,102,100,91,104,83
CCCCCOC(=O)C(CCCCC)C(=O)CCCCC (configuration not stated),102,110,95,110,105,96,107,93
CCN1CCN(CC(=O)Nc2nc3ccc(NCc4ccc(Cl)cc4)cc3s2)CC1,25,-11*,-38*,-12*,86,17,7.1*,1.0*
Cc1cccc(OCc2ccccc2)n1,115,111,110,104,98,97,108,x
Fc1cccc(-c2[nH]nc3nc(Nc4cccnc4)sc23)c1,69,-8.7*,33,57,47,x,72,x
Cc1nnc(Oc2ccc(NC(=O)Nc3ccc(Cl)cc3)cc2)c2ccccc12,88,79,70,46,73,78,84,93
Nc1nc2c(ncn2COCCO)c(=O)[nH]1,123,103,x,111,121,109,100,97
CCN(CC)CCOc1ccccn1,104,111,102,100,109,95,104,103
Oc1ccc(NC(=S)Nc2ccccc2)cc1,114,109,103,104,11,98,97,119
N#Cc1c(-c2cccs2)c(C#N)c(=O)n(Cc2nc3ccccc3[nH]2)c1N,110,110,95,91,93,100,110,107
CCOC(=O)c1csc(NC(=O)c2ccc(Nc3ccc([N+](=O)[O-])cc3C)c([N+](=O)[O-])c2)n1,105,99,100,96,103,98,110,114
C=C1CC[C@@H]2[C@](C)(COC(C)=O)[C@H](OC(C)=O)CC[C@@]2(C)[C@@H]1CC(NCc1cccc(Cl)c1)C1=CCOC1=O (some centres not stated),77,52,x,41,68,13,25,76
NC(CO)(CO)c1ccccc1,106,98,98,101,107,101,96,105
O=S(=O)(Oc1ccc(-c2cn3ccsc3n2)cc1)c1ccc(Cl)c(C(F)(F)F)c1,105,104,97,94,112,100,100,99
Cc1ccccc1OCC(O)CN1CCOCC1 (configuration not stated),104,112,107,109,109,102,114,195

# As entered above.
# Under LOX IMVI, Cc1nnc(Oc2ccc(NC(=O)Nc3ccc(Cl)cc3)cc2)c2ccccc12 is listed with 78
# Under UACC-62, CCN(CC)CCOc1ccccn1 is listed with 100
# Under UACC-257, CCOC(=O)c1csc(NC(=O)c2ccc(Nc3ccc([N+](=O)[O-])cc3C)c([N+](=O)[O-])c2)n1 is listed with 110

# Continued:
SMILES,SK-MEL-28,MDA-MB-435,SK-MEL-5,UACC-62,SK-MEL-2,LOX IMVI,UACC-257,MALME-3M
COc1ccc(-c2n[nH]c(=O)nc2-c2ccc(OC)cc2)cc1,116,108,99,101,94,58,x,97
CCOC(=O)N1CCN(CCCCCOc2ccccc2C2CCCCC2)CC1,79,68,52,72,105,59,64,68
CC(=O)Nc1nc(O)c(C=Nc2ccncc2)s1,98,106,100,105,100,98,99,105
COC(=O)c1ccc(N=NN(C)COC(C)=O)cc1,112,94,81,80,117,87,105,107
O=S(=O)(Cl)Cc1ccc(Cl)cc1,113,101,99,102,114,101,77,100
O=C(O)CSc1nc2ccccc2s1,102&103,114&104,92&105,83&94,127&107,103&101,111&104,90&97
COc1cc(CN(CCC(O)N2CCCC2=O)Cc2ccc3c(c2)OCO3)cc(OC)c1OC (configuration not stated),117,103,111,101,95,95,109,109
CCc1ccccc1-n1c(=O)c(C#N)c(-c2cc(OC)c(OC)c(OC)c2)c2c(N)[nH]nc21,109,105,105,89,110,107,108,89
O=C(O)c1cccc(Br)c1,115&112,107&114,109&104,102&103,105,99&96,85&98,107&100
CN(CC(=O)NNC(=O)c1cncn1-c1ccc(F)cc1)S(=O)(=O)c1ccc(Cl)cc1,95,105,103,105,107,93,109,x
O=C(CN1C(=O)/C(=C/c2ccccc2Cl)SC1=S)N1CCOCC1,99,91,99,83,103,48,94,76
Cc1ccc(-c2ccnc3c(-c4ccccc4)c(Nc4ccccc4)nn23)cc1,94,90,99,86,105,93,115,111
COC1C(COC(=O)c2ccccc2)OC2OC(C)(C)OC21 (configuration not stated),107,108,101,105,109,94,98,85
COc1cc(C2CC(c3ccc(Cl)cc3)=Nc3c(C)nn(-c4ccccc4)c3N2)ccc1Oc1nc2c(c(=O)n(C)c(=O)n2C)n1C (configuration not stated),108,84,86,82,87,92,99,99
O=C(Cn1cc(CO)nn1)Nc1nc(-c2ccc(Br)cc2)cs1,102,99,100,89,102,101,99,65
O=C(CSc1nc2sc3c(c2c(=O)n1-c1ccc(Cl)cc1)CCCC3)N/N=C/c1ccc(OCc2ccccc2)cc1,104,78,92,81,132,84,109,80
O=C(Cc1cccc(Cl)c1)c1ccccc1,106,99,103,102,100,98,99,104
N#Cc1n[nH]n2c1nc(=O)c1sc3c(c12)CCCC3,110,98,98,105,95,96,106,95
O=c1[nH][nH]cc1Sc1ncn[nH]1,104,97,100,97,101,105,74,105
CC(C)N(CCOC(=O)Nc1ccc(Cl)cc1)C(C)C,107,105,104,102,132,98,119,132
O=C(CCc1nnc2sc(-c3ccc(O)cc3)nn12)c1nc2ncccc2[nH]1,112,100,98,99,101,89,110,94
Cc1ccccc1N1CCN(C(=O)c2cccnc2)CC1,104,113,109,96,99,97,109,x
O=C(NNc1nc(N2CCN(C3CCCCC3)CC2)nc(N2CCN(C(c3ccccc3)c3ccccc3)CC2)n1)c1ccccc1,85,91,46,69,75,79,61,68
CC(=O)c1c(C)nc(SCC(=O)Nc2cccc(O)c2)n1-c1ccc(Cl)cc1,106,85,93,75,104,104,101,91
CC(C)OC(=S)Nc1ccccc1,107,102,95,102,110,95,x,102
CC(=O)N1N=C(c2ccc(Oc3nnnn3-c3ccccc3)cc2)OC1c1ccc(F)cc1F (configuration not stated),103,102,82,94,103,91,97,76
S=C1Nc2ccccc2C(=S)N2CCCC12 (configuration not stated),104,100,103,95,117,95,102,93
CCCCC/C(C)=C(\C)C1CC1CCNS(=O)(=O)c1ccc(C)cc1 (configuration not stated),104,104,98,75,109,101,92,x
Cn1cc(-c2cc3nc(-c4cn(C)c5ncccc45)cc(N)n3n2)c2ccccc21,-22*,30,-69*,-0.2*,15,-57*,-50*,-48*
COc1cccc(/C=C/C(=O)OCC(=O)Nc2cccc(S(=O)(=O)N(C)C)c2)c1,106,99,94,101,96,93,x,88
CCN(CC)c1ccc2nc3ccc(N=Nc4ccc(N(C)C)cc4)cc3[n+](-c3ccccc3)c2c1,-36*,-87*,-97*,-59*,-37*,-92*,-53*,-54*
S=c1[nH]ccc2ccccc12,115,108,102,105,105,97,113,x
N#CC(C(=O)c1ccccc1)c1ccccc1 (configuration not stated),130,100,103,100,117,98,108,102
Cc1cccc(NCC(=O)N2CCN(c3ncnc4c3cnn4-c3ccccc3)CC2)c1,59,59,37,35,47,54,67,73
Cn1cc(-c2nc(N)nnc2-c2cncc(Br)c2)c2cc(F)ccc21,97,48,89,76,109,71,107,104
COc1cc2nc(Cl)nc(Nc3cccc(C(=O)/C=C/c4ccccc4)c3)c2cc1OC,56,37,69,58,87,x,96,78

# A draw from above in order of SMILES length, lowest first:
SMILES,SK-MEL-28,MDA-MB-435,SK-MEL-5,UACC-62,SK-MEL-2,LOX IMVI,UACC-257,MALME-3M
CC(C)OC(=S)Nc1ccccc1,107,102,95,102,110,95,x,102
N#CC(C(=O)c1ccccc1)c1ccccc1 (configuration not stated),130,100,103,100,117,98,108,102
CCCCC/C(C)=C(\C)C1CC1CCNS(=O)(=O)c1ccc(C)cc1 (configuration not stated),104,104,98,75,109,101,92,x
Cn1cc(-c2cc3nc(-c4cn(C)c5ncccc45)cc(N)n3n2)c2ccccc21,-22*,30,-69*,-0.2*,15,-57*,-50*,-48*
COc1cc2nc(Cl)nc(Nc3cccc(C(=O)/C=C/c4ccccc4)c3)c2cc1OC,56,37,69,58,87,x,96,78
COc1cccc(/C=C/C(=O)OCC(=O)Nc2cccc(S(=O)(=O)N(C)C)c2)c1,106,99,94,101,96,93,x,88

# Remaining list, next part.
SMILES,SK-MEL-28,MDA-MB-435,SK-MEL-5,UACC-62,SK-MEL-2,LOX IMVI,UACC-257,MALME-3M
Cc1ccn2c(=O)c(C)cnc2c1,121,108,99,99,111,94,96,94
CCOC(=O)c1nnnn1CC(=O)c1cc(OC)c(OC)c(OC)c1,105,102,100,107,91,98,97,94
Nc1nc2c3cccnc3cc(-c3cccc(Cl)c3)c2c2ncccc12,66,10,35,40,x,43,99,71
NC(=O)c1ncn(C2OC(CO)C(O)C2O)n1 (configuration not stated),106,107,99,104,41,90,98,94
CCOc1nnc2c3ccccc3n(C)c2n1,124,111,x,103,103,x,99,x
COc1ccc(-c2nc3ccc(-c4nnc(SCC(=O)Nc5ccc(C(=O)/C=C/c6ccc(Cl)cc6)cc5)o4)cc3[nH]2)cc1OC,105,106,98,98,112,3.2*,112,95
CS(=O)(=O)Nc1cc(-c2ccc3ncc(C#N)c(Nc4cccc(Cl)c4F)c3c2)cnc1Cl,2.6*,4.0*,-90*,-32*,-71*,-62*,2.6*,-33*
COc1ccc(Cc2nc3c([nH]2)c(=O)n(C)c(=O)n3C)cc1OC,105,116,104,105,100,x,88,x
Cc1nc(Nc2nc3ccccc3s2)[nH]c(=O)c1CCO,136,117,30,85,89,84,101,85
NC(=O)COc1ccc(Br)cc1Br,110,108,96,105,110,100,93,117
C(=N/N=C/c1cccnc1)/c1cccnc1,107,108,103,99,95,94,92,92
COc1cc(C(=O)Nc2cc(OC)c3ccn(C)c3c2)cc2c1C[C@]1(C)CC[C@@H](O)C(C)(C)[C@H]1O2,13,-36*,-35*,-8.0*,-7.9*,-15*,33,31

# One compound at a time, as listed above. Screens in order: SK-MEL-28	MDA-MB-435	SK-MEL-5	UACC-62	SK-MEL-2	LOX IMVI	UACC-257	MALME-3M
# `CS(=O)(=O)Nc1cc(-c2ccc3ncc(C#N)c(Nc4cccc(Cl)c4F)c3c2)cnc1Cl` is listed with 2.6*	4.0*	-90*	-32*	-71*	-62*	2.6*	-33*
# `O=C(O)CSc1nc2ccccc2s1` is listed with 102&103	114&104	92&105	83&94	127&107	103&101	111&104	90&97

# Next section:
SMILES,SK-MEL-28,MDA-MB-435,SK-MEL-5,UACC-62,SK-MEL-2,LOX IMVI,UACC-257,MALME-3M
COc1ccccc1N1CCN(C(=O)Nc2ccc(S(N)(=O)=O)cc2)CC1,106,108,101,106,112,115,113,104
COc1ccc2c(ccc3c(C(=O)/C=C/c4ccc(N(C)C)cc4OC)cc(C(=O)c4ccc(Br)cc4)n32)c1,103,110,98,88,107,104,98,105
O=C1S/C(=C\c2ccc(Cl)cc2)C(=O)N1Cc1cc2ccccc2nc1Cl,107,101,99,88,98,108,100,103
Cc1cccc(Nc2nc(-c3cccs3)cs2)n1,99,92,71,65,x,91,84,74
CCC1(C(=O)c2ccccc2)C(C(=O)OC)=NC(=S)N=C1C(=O)OC,116,104,100,95,103,95,102,98
CCN(CC)CCSc1ccnc(N)n1,111,104,107,105,94,94,x,100
O=C1Nc2ccc(Cl)cc2/C1=N/N=C/c1ccc2c(c1)OCCO2,112,105,103,96,107,97,105,103
COc1cc2c(cc1OC)-c1cc(=O)[nH]c(=O)n1CC2,111,101,102,98,112,97,103,103
O=C(Cn1cc(CN2CCN(c3ccnc4cc(Cl)ccc34)CC2)nn1)Nc1cccc([N+](=O)[O-])c1,104,99,70,71,97,85,98,102
N#Cc1c(-c2ccc(F)cc2)nc2c(N=Nc3ccc(S(N)(=O)=O)cc3)c(N)nn2c1N,103,90,69,91,75,72,108,80

# Screens deposited in PubChem BioAssay by NCI.
